# From PubChem BioAssay
# a7 integrin act: activators of alpha7 integrin expression for muscular dystrophy; alpha7betagal myoblasts, beta-gal FDG fluorescence, 48 h; Potency, µM (highest dose often 38.3 µM), without a hit: at the highest dose activation, hits mostly activators; 350,000 tested, 0.064% active; AID 624291;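 further: potency means the concentration at half of the fitted maximal effect; 100% = response of the positive control SU9516; nearly all actives have a fitted effect of over 60% in size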
#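 alpha7betagal+/- myoblasts (passage 13, 250/well) treated 48 h at 37C with compounds at 1:260 dilution of DMSO stock. Lysed, then beta-galactosidase activity read as FDG fluorescence (ex 480/em 540) after 30 min, with pre-read for autofluorescence.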
# KCNH2 3.1 block: inhibitors of human KCNH2 3.1 potassium channel isoform | U2OS KCNH2 3.1, thallium flux FluxOr; active compounds read low | activity change, % (tested at about 1.8 µM) | 340,000 tested, 0.95% active;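 active means maximum activity change below -70%; inconclusive means maximum activity change from -70% to -50%; inactive means maximum activity change above -50%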;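 further: thallium influx rate constant from kinetic fluorescence after stimulation buffer; on the % scale 0 is the no-effect control and ±100 the full control effect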
#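 FluxOr-based Tl+ influx in U2OS cells transduced with KCNH2 3.1 virus; rate constants normalized to DMSO controls.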
# hERG WT inh: inhibitors of human wildtype KCNH2 potassium channel. 340,000 tested, 0.37% active. activity change, % at 1.84 µM. Q12809. U2OS, BacMam KCNH2, thallium flux FluxOr; active compounds read low;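 active means maximum activity change below -70%; inconclusive means maximum activity change between -70% and -50%; inactive means maximum activity change above -50%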; further: on the % scale 0 is the no-effect control and ±100 the full control effect
#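 U2OS cells transduced with wild-type KCNH2 virus are loaded with FluxOr dye for 45 min, and thallium flux is measured in kinetic reads before and after stimulation buffer. Rate constants are normalized to DMSO controls.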
# MBNL1 CUG block: inhibitors of human MBNL1 binding to CUG repeat RNA. Potency, µM (highest dose often 57.5 µM), for the others: at the highest dose activity change, negative = inhibition, hits mostly inhibitors. 280,000 tested, 0.036% active. TR-FRET MBNL1-His/biotin-(CUG)12 binding, 665/545 ratio. Q9NR56. AID 2675; active means well fitted inhibition curve with a large enough effect in the signal ratio, with a control signal flat, not every such curve was filed as active; inconclusive means small, poorly fitted or top-dose-only effect, or effect the other way, or a change in a side signal; inactive means no such curve, though single readings can be large or run the other way; the % refers to the signal ratio; further: potency means the concentration at half of the fitted maximal effect; on the % scale 0 is the no-effect control and ±100 the full control effect
# Target sequence (Q9NR56 whole entry, looked up): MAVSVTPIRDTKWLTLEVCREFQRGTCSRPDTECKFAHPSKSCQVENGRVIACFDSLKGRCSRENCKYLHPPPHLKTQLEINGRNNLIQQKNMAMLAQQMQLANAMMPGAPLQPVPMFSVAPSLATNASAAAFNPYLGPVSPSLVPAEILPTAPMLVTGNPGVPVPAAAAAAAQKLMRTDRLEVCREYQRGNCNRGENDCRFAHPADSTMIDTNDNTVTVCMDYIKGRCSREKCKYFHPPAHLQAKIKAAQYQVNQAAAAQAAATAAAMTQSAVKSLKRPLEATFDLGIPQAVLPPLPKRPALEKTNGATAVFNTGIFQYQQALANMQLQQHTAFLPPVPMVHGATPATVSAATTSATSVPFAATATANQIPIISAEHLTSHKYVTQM
#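 Inhibition of protein-RNA binding appears as loss of TR-FRET between terbium anti-His antibody on MBNL1-His and streptavidin-XL665 on biotin-(CUG)12. Activity is normalized to buffer-only and uninhibited-complex controls.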
# GALK inh: inhibitors of human galactokinase. P51570. Purified GALK, Kinase-Glo residual ATP luminescence. Potency, µM (series often up to 57.5 µM), for inactives: at the highest dose activity change, negative = inhibition, usual class: inhibitors. AID 1868. 270,000 tested, 0.007% active; further: potency means the concentration at half of the fitted maximal effect; on the % scale 0 is the no-effect control and ±100 the full control effect
# Target sequence (P51570 whole entry, looked up): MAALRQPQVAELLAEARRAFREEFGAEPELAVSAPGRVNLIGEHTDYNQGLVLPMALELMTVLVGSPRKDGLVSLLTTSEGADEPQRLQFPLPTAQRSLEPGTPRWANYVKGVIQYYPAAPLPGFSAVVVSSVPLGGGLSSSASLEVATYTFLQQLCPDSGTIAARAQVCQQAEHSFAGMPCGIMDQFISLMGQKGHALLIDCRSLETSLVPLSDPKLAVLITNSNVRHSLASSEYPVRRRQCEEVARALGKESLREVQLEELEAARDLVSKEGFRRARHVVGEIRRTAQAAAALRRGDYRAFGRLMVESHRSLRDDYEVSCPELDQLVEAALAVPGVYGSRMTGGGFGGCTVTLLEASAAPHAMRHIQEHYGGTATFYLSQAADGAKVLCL
#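 Luminescence from leftover ATP (Ultra-Glo luciferase/luciferin) served as read-out after a 1 h room-temperature reaction of 5 nM GALK with 35 uM ATP and 100 uM galactose.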
# FBPA coupling cs: coupling enzyme interference in Giardia aldolase counter-screen; coupling enzyme system counterscreen, AmpLite Red fluorescence; activity change, negative = inhibition, % at 58.2 µM, hits read low; 290,000 tested, 0.67% active; AID 2472; in the data active means activity change below about -30%; further: on the % scale 0 is the no-effect control and ±100 the full control effect
#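 Compounds tested against the coupling enzymes alone at 57.5 uM final; readout was AmpLite Red fluorescence (525/598 nm) after 20 min at RT.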
# CXXC DNA block: blocks binding of human MLL CXXC domain to DNA; Potency, µM (top dose mostly 115 µM), for inactives: top-dose activity change, negative = inhibition, actives largely listed as inhibitors; 290,000 tested, 0.037% active; MLL-CXXC / FITC-HOXA9 DNA fluorescence polarization; AID 2662; Q03164; active means well fitted inhibition curve with a large enough effect in the polarisation, with a control signal flat, not every such curve was filed as active; inconclusive means small, poorly fitted or top-dose-only effect, or effect the other way, or a change in a side signal; inactive means no such curve, though single readings can be large or run the other way; the % refers to the polarisation; further: potency means the concentration at half of the fitted maximal effect
#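 Fluorescence polarization: 7 uM MLL-CXXC (stock) preincubated 5 min with compounds, then 50 nM fluorescein-HOX-A9 DNA (stock) added; 30 min ambient. Buffer 50 mM Tris-HCl pH 7.5, 50 mM NaCl, 1 mM DTT, 0.05% BSA.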
# AT treatment: potential ataxia-telangiectasia treatments restoring KAP-1 phosphorylation. 320,000 tested, 0.19% active. […] A-T fibroblasts, KAP-1 phosphorylation AlphaLISA; neocarzinostatin DNA damage 30 min before lysis. AID 485349. Potency, µM (top dose mostly 57.5 µM), inactives show top-dose activation, usual class: activators; further: potency means the concentration at half of the fitted maximal effect; % of control where 0% means no effect; nearly all actives have a fitted effect of over 45% in size
#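 ATM-like activity read as KAP-1 phosphorylation via AlphaLISA donor/acceptor antibody pairs after lysis and 6 hr at 25C. Cells were ATM-null patient fibroblasts ([…], hTERT), dosed 60 min, then exposed to the DSB inducer NCS for 30 min.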
# ASM inhibitor: human S-ASM enzyme inhibition; P17405; placental ASM, HMU-PC fluorogenic substrate, 60 min; Potency, µM (highest dose often 57.5 µM), for inactives: top-dose activity change, negative = inhibition, most hits filed as inhibitors; 340,000 tested, 0.006% active; further: potency means the concentration at half of the fitted maximal effect
#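 Fluorescence read-out (Ex 386 nm, Em 447 nm) after stopping the reaction at pH 10. Enzyme: ASM from human placenta; substrate HMU-PC0, 9 uM final; 60 min, 37 °C. Compound preincubation 10 min, ambient temperature.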
# TRPV1 agonist: activates the human vanilloid receptor TRPV1; TRPV1-expressing cells, Fluo-8 calcium influx, agonist mode; activation, % at 8.33 µM; Q8NER1; AID 540275; 320,000 tested, 0.19% active; in the data active means activation above about 80%; inconclusive means between about 30% and that limit; further: 0% is about no effect
#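 Fluo-8 calcium influx in TRPV1-expressing cells, kinetic read (ex 480/em 520 nm). Compound added and read 3 min for agonist activity, followed by capsaicin at EC20 final and 2 min further read for enhancement.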
# Active calls of the source: *; ? = inconclusive; / = not tested or not shown; [ ] = another dose, or the depositor's remark. Unless noted, the call rests on the fitted dose curve; in most records, active means well fitted curve in the direction sought with a large enough effect; inconclusive means small, poorly fitted or top-dose-only effect, or another doubt; inactive means no such curve, though single readings can be large; an effect the other way counts as inactive or inconclusive.
SMILES,a7 integrin act,KCNH2 3.1 block,hERG WT inh,MBNL1 CUG block,GALK inh,FBPA coupling cs,CXXC DNA block,AT treatment,ASM inhibitor,TRPV1 agonist
CCOC(=O)C1(O)CC(C)=NN1C(=O)c1cccc(Br)c1 (stereo not given),15%,-3,1,/,3%,2,3%,2%,-4%,0
O=S(=O)(c1cc(Br)ccc1Br)N1CCCCCC1,-21%,-1,-18,-9%,-2%,4,-4%,9%,4%,2
CCc1nnc(NC(=O)C2CCCN2C(=O)Nc2ccccc2OC)s1 (stereo not given),16%,-6,3,-3%,0%,-2,9%,2%,2%,1
COc1ccc(Cl)cc1C(=O)Nn1cnc2ccccc2c1=O,9%,-17,-2,2%,2%,1,17%,1%,1%,/
Cc1sc(NC(=O)c2ccc(Cl)s2)c(C(N)=O)c1C,19%[7.66 µM],14,-10,19%,-4%,9,9%,4%,0%,3
Cc1ccc(NC(=O)CNC(=O)CC23CC4CC(CC(C4)C2)C3)c(O)c1,-5%,-25,-1,/,/,/,/,-6%,4%,?
CN1C(=O)c2ccc(NC(=O)CSc3ccccc3)cc2C1=O,29%,6,-4,55%[activator],-1%,-1,21%,1%,1%,-1
COc1cc(C(=O)NC(c2ccccc2)c2ccccc2)cc(Cl)c1OC,8%,-16,-5,7%,1%,14,4%,4%,-7%,4
C=CCc1ccc(OCC(O)CN2CCC(Cc3ccccc3)CC2)c(OC)c1 (stereo not given),-62%[inhibitor],-86*,-31,5%,-2%,-1,21%,4%,0%,1
Cc1ccc(F)cc1NS(=O)(=O)c1ccc(Cl)s1,0%,4,-8,/,/,/,/,-2%,-3%,-4
c1cncc(-c2nn3c(Cn4nnc5ccccc54)nnc3s2)c1,6%,18,-17,-20%,0%,-1,3%,5%,-1%,-3
O=C(CN1CC(=O)Oc2ccccc21)OCC(=O)c1cccc(Br)c1,-50%[inhibitor],9,0,12%,-2%,-4,-9%,/,-1%,-1
C/C=C/C=C\C(=O)Nc1cccc(C2=NOC3(C2)C[C@H](C(N)=O)N(C(=O)/C=C/C)C3)c1 (stereo not given in full),0%,-177*,-2,1%,-1%,0,-2%,23%,-7%,4
O=C(Nc1ccc(S(=O)(=O)N2CCCC2)cc1Cl)C1=COCCO1,-16%,-13,3,6%,-1%,3,13%,2%,-2%,15
CCc1cc(C(=O)N=Nc2c(O)[nH]c3c(Br)cc(Br)cc23)c2ccccc2n1,-19%,-24,0,/,2%,1,5%,2%,-22%,-6
CCn1ccnc1CNC(=O)C1CCC(=O)N(Cc2ccccc2F)C1 (stereo not given),4%,/,5,1%,4%,0,7%,1%,-1%,7
CCN(CC)C(=O)C1CCCN(Cc2ccccc2F)C1 (stereo not given),12%,-19,-4,2%,1%,0,20%,11%,0%,-1
CCCc1c(O)nc(SC2CC(=O)N(c3ccc(OC)cc3)C2=O)[nH]c1=O (stereo not given),17%,-9,-4,-4%,1%,5,-8%,-4%,3%,1
COc1ccccc1C(=O)NCCC(=O)NCc1ccccn1,16%,7,10,/,/,/,/,8%,2%,-1
CCCCOC(=O)Cn1c(=O)c2c(nc(Br)n2Cc2ccccc2)n(C)c1=O,11%,8,5,6%,-1%,3,-2%,-4%,0%,26
N#C/C(=C(/O)c1ccco1)c1nc2ccccc2[nH]1,12%,8,-1,2%,-1%,-2,-8%,4%,-1%,3
CCCn1c(=O)c2c(nc3n2CC(C)CN3Cc2ccccc2)n(C)c1=O (stereo not given),2%,22,7,-1%,0%,0,14%,3%,-5%,-5
Cc1ccc(NC(=O)CN2CCC(C(N)=O)CC2)cc1[N+](=O)[O-],26%,-7,-28,?,-3%,0,-2%,-13%,1%,2
O=C(Nc1cccnc1)C1CCCN(S(=O)(=O)c2ccccc2)C1 (stereo not given),27%,5,5,-2%,5%,1,8%,/,2%,10
COCCn1c(=O)[nH]c2cc(C(=O)NCCc3ccc(S(N)(=O)=O)cc3)ccc2c1=O,12%,-4,-11,-2%,11%,2,1%,-7%,498%[activator],-1
SMILES,a7 integrin act,KCNH2 3.1 block,hERG WT inh,MBNL1 CUG block,GALK inh,FBPA coupling cs,CXXC DNA block,AT treatment,ASM inhibitor,TRPV1 agonist
O=C(CSc1nnc(-c2ccccc2)c(-c2ccccc2)n1)Nc1ccc(Br)cn1,-42%,-41,-27,9%,/,0,10%,-8%,-9%,-1
COC(=O)Nc1nc2c(s1)CCCC2,4%[7.66 µM],6,4,4%,-2%,2,-3%,1%,0%,4
CCCCOC(=O)Nc1nccs1,-27%,13,-6,-6%,-3%,1,7%,1%,0%,2
CCc1ccc(C(=O)NCc2cnn(C)c2)s1,-24%,16,6,5%,3%,1,5%,-3%,-4%,0
COC(=O)c1cc(-c2ccccc2)n(CCN)c1C,-29%,2,4,/,/,/,/,/,2%,/
CCN(CC(=O)Nc1ccc(N2CCOCC2)cc1)C(=O)COc1ccccc1OC,11%,-18,6,5%,1%,1,8%,1%,0%,3
O=C(Nc1cc(S(=O)(=O)Nc2ccccc2Cl)ccc1O)c1cc2c(s1)CCCC2,2%,-5,-4,1%,4%,4,-18%,-3%,0%,1
COc1ccc(-n2nnnc2SCC(=O)N2C(C)CCCC2C)c(OC)c1 (stereo not given),-33%,-3,-13,-7%,3%,4,-3%,10%,2%,17
O=C(/C(=C/O)N=Nc1ccccc1)c1ccco1,?,2,8,?,2%,3,5%,-12%,-5%,-4
CC1Sc2ccc(C(=O)Nc3ccccc3OC(F)F)cc2NC1=O (stereo not given),24%,-17,-6,/,/,/,/,4%,-1%,14
Cc1nc(N)c(CC(Br)CBr)c(Cl)n1 (stereo not given),40%,3,-3,-10%,-5%,0,-4%,9%,0%,4
COc1cc(NC(=O)c2cccs2)c(C(=O)OCC(=O)c2cc(C)n(-c3ccc(F)cc3)c2C)cc1OC,-5%,1,0,/,-2%,1,3%,4%,?,3
Cc1cccc(N(CC(=O)NC2CCCCC2)C(=O)c2c(C)noc2C)c1,5%,7,-7,-10%,0%,6,-11%,-3%,4%,3
Cc1ccc(-c2nnc(N3CCCCC3)c3ccccc23)cc1S(=O)(=O)N1CCN(C)CC1,-12%,-16,-13,11%,2%,-1,1%,3%,2%,20
CC(=O)Nc1cccc2c1C(=O)N(c1ccccc1C)C2=O,-13%,26,3,?,1%,2,-5%,-1%,-2%,0
Cc1ccc(Cl)cc1N1CCN(C(=O)c2ccc(CS(=O)Cc3ccc(Cl)cc3)o2)CC1 (stereo not given),-7%,12,-3,-1%,-5%,/,9%,-2%,-12%,2
CCN1C(=O)CC(N2CCN(CC(=O)NC(C)C)CC2)C1=O (stereo not given),10%,12,-1,3%,0%,1,5%,-6%,1%,-2

# Eleven entries from above in another layout.
Compound | a7 integrin act | KCNH2 3.1 block | hERG WT inh | MBNL1 CUG block | GALK inh | FBPA coupling cs | CXXC DNA block | AT treatment | ASM inhibitor | TRPV1 agonist
CCOC(=O)C1(O)CC(C)=NN1C(=O)c1cccc(Br)c1 (stereo not given) | 15% | -3 | 1 | / | 3% | 2 | 3% | 2% | -4% | 0
O=S(=O)(c1cc(Br)ccc1Br)N1CCCCCC1 | -21% | -1 | -18 | -9% | -2% | 4 | -4% | 9% | 4% | 2
CCc1nnc(NC(=O)C2CCCN2C(=O)Nc2ccccc2OC)s1 (stereo not given) | 16% | -6 | 3 | -3% | 0% | -2 | 9% | 2% | 2% | 1
COc1ccc(Cl)cc1C(=O)Nn1cnc2ccccc2c1=O | 9% | -17 | -2 | 2% | 2% | 1 | 17% | 1% | 1% | /
Cc1sc(NC(=O)c2ccc(Cl)s2)c(C(N)=O)c1C | 19%[7.66 µM] | 14 | -10 | 19% | -4% | 9 | 9% | 4% | 0% | 3
Cc1ccc(NC(=O)CNC(=O)CC23CC4CC(CC(C4)C2)C3)c(O)c1 | -5% | -25 | -1 | / | / | / | / | -6% | 4% | ?
CN1C(=O)c2ccc(NC(=O)CSc3ccccc3)cc2C1=O | 29% | 6 | -4 | 55%[activator] | -1% | -1 | 21% | 1% | 1% | -1
COc1cc(C(=O)NC(c2ccccc2)c2ccccc2)cc(Cl)c1OC | 8% | -16 | -5 | 7% | 1% | 14 | 4% | 4% | -7% | 4
C=CCc1ccc(OCC(O)CN2CCC(Cc3ccccc3)CC2)c(OC)c1 (stereo not given) | -62%[inhibitor] | -86* | -31 | 5% | -2% | -1 | 21% | 4% | 0% | 1
Cc1ccc(F)cc1NS(=O)(=O)c1ccc(Cl)s1 | 0% | 4 | -8 | / | / | / | / | -2% | -3% | -4
c1cncc(-c2nn3c(Cn4nnc5ccccc54)nnc3s2)c1 | 6% | 18 | -17 | -20% | 0% | -1 | 3% | 5% | -1% | -3
